Giardia FBPA inh: inhibitors of Giardia lamblia fructose-1,6-bisphosphate aldolase; purified Giardia FBPA; Potency, µM (titrated, usually from 59.6 µM), for inactives: at the top dose activity, negative = inhibition, hits mostly inhibitors; 290,000 tested, 0.71% active; AID 2451; A8B2U2; further: potency means the concentration at half of the fitted maximal effect; on the % scale 0 is the no-effect control and ±100 the full control effect; nearly all actives have a fitted effect of over 55% in size
Target sequence (A8B2U2 whole entry, looked up): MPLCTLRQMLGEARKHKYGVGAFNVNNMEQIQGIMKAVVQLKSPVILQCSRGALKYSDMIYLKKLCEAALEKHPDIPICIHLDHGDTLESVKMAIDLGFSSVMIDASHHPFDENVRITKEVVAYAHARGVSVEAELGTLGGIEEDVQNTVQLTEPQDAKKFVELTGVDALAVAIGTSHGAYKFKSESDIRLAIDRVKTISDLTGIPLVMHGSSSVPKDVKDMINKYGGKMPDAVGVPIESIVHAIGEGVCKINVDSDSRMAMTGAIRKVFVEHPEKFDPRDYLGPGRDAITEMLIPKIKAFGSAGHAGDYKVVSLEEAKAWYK
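Giardia FBPA (40 nM reagent) was preincubated 10 min at RT with compound (up to 57.5 uM final), then substrate plus GAPDH/TPI/NAD/arsenate coupling system with diaphorase/resazurin was added; resorufin fluorescence (525/598 nm) was read after 20 min.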
Pf growth 96h: P. falciparum growth inhibition at 96 hour, primary screen for plastid delayed-death inhibitors | P. falciparum luciferase reporter growth, 96 h | Potency, µM (titrated, usually from 28.7 µM), without a hit: top-dose activity change, negative = inhibition, actives largely listed as inhibitors | 320,000 tested, 6.9% active; further: potency means the concentration at half of the fitted maximal effect; on the % scale 0 is the no-effect control and ±100 the full control effect
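Compounds incubated with erythrocytes infected by luciferase-expressing P. falciparum (2% hematocrit, 0.05% parasitemia final) for 96 hours, 37 C in 5% CO2. Growth inhibition scored as decreased luciferase luminescence.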
CHX counter: counter-screen hit for Shiga toxin inhibitors, cycloheximide | 300,000 tested, 12% active | max response, % | cell reporter, cycloheximide protein synthesis inhibition counterscreen; in the data active means max response mostly above about 13%, no sharp cut-off; inactive means mostly below about 14%; further: read at 38.3 µM for the half of the compounds with a filed dose; 0% is about no effect
Shiga toxin inh: inhibitors of Shiga toxin in Vero cells | inhibition, % at 38.7 µM | Vero cells, Shiga toxin protein synthesis inhibition reporter | 290,000 tested, 9.2% active; in the data active means inhibition mostly above about 28%, no sharp cut-off; inactive means mostly below about 43%; further: 0% is about no effect
Pf growth 48h: inhibits P. falciparum growth in the first generation, 48 h | Potency, µM (series often up to 28.7 µM), without a hit: at the top dose activity change, negative = inhibition, usual class: inhibitors | AID 504832 | P. falciparum luciferase growth in erythrocytes, 48 h | 310,000 tested, 5.9% active; further: potency means the concentration at half of the fitted maximal effect; on the % scale 0 is the no-effect control and ±100 the full control effect
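Firefly luciferase activity from engineered P. falciparum reports growth; inhibitors lower the luminescent signal. Cultures contained 2% hematocrit erythrocytes at 0.1% final parasitemia.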
Sm TGR block: inhibitors of Schistosoma mansoni thioredoxin glutathione reductase; purified TGR, DTNB reduction, TNB absorbance 405 nm; AID 485364; 360,000 tested, 3% active; Potency, µM (series often up to 114 µM), without a hit: at the highest dose activity change, negative = inhibition, usual class: inhibitors; further: potency means the concentration at half of the fitted maximal effect; on the % scale 0 is the no-effect control and ±100 the full control effect; nearly all actives have a fitted effect of over 60% in size
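Kinetic colorimetric format: TGR-catalysed, NADPH-driven DTNB reduction monitored via TNB absorbance. Enzyme dispensed at 20 nM; compound exposure 15 min at room temperature before reaction start.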
Active calls of the source: *; ? = inconclusive; nt = no result given; [ ] = remark or other dose. Unless noted, the call rests on the fitted dose curve; in most records, active means well fitted curve in the direction sought with a large enough effect; inconclusive means small, poorly fitted or top-dose-only effect, or another doubt; inactive means no such curve, though single readings can be large; an effect the other way counts as inactive or inconclusive.

SMILES | Pf growth 48h | Pf growth 96h | CHX counter | Sm TGR block | Shiga toxin inh | Giardia FBPA inh
O=C(C#Cc1ccccc1)c1ccc([N+](=O)[O-])cc1 | nt | ? | -3 | 0.32µM* | -8 | 0%
Cc1cc(C(=O)CSc2nncn2C)c(C)n1-c1ccccc1 | 120%[activator] | 176%[activator] | 34* | 5% | 59* | -25%
C1=CC2CC1CC2CN1CCN(c2ccccc2)CC1 (configuration not stated) | 6% | ? | 7 | 3% | -20 | 2%
O=S(=O)(NCc1ccccc1)c1ccc(Cl)cc1 | nt | ? | -3 | -10% | 3 | -4%
Fc1ccc(Oc2ccc3nnc(C(F)(F)F)n3n2)cc1 | ? | -2% | -5 | 3% | -5 | 3%
Cc1ccnc(NC(=O)c2ccc(S(=O)(=O)N3CCC(C)CC3)cc2)c1 | 14% | 19% | nt | 2% | nt | nt
CCCN(C(=O)CSCc1c(C)noc1C)c1c(N)n(Cc2ccccc2)c(=O)[nH]c1=O | 1% | 1% | nt | -15% | nt | nt
Cc1c(C(=O)NCc2ccc3c(c2)OCO3)oc2ccc(S(=O)(=O)N3CCCCC3)cc12 | 10µM* | ? | -3 | 9% | -8 | 1%
CCOc1ccc(C(=O)NCC(=O)N2CCC(C)CC2)cc1OCC | 2% | -3% | 0 | 9% | -8 | 5%
Cc1ccc(S(=O)(=O)N(CC(=O)N/N=C/c2cccc(Cl)c2)c2cccc3cccnc23)cc1 | -3% | 2% | -1 | -4% | -11 | 12%
CCN1CCN(S(=O)(=O)c2ccc(Cl)c(C(=O)NCCOc3ccc(C)cc3)c2)CC1 | ? | 1% | nt | -9% | nt | nt
O=C(Nc1ccc2c(c1)OCO2)c1c(F)c(F)c(F)c(F)c1F | -6% | nt | 10 | 0% | 6 | 1%
Cc1ccccc1Cn1ccc(NC(=O)c2nn3cccnc3c2Cl)n1 | 2% | -45%[5.75 µM] | 22* | -3% | 47 | 1%
CC[C@H](C)[C@H](NC(=O)[C@H](Cc1ccc(O)cc1)NC(=O)[C@H](Cc1cnc[nH]1)NC(=O)[C@H](CCCNC(=N)N)NC(=O)[C@H](CC(C)C)NC(=O)[C@H](C)NC(=O)[C@H](CO)NC(=O)[C@H](Cc1ccc(O)cc1)NC(=O)[C@H](Cc1ccc(O)cc1)NC(=O)[C@H](CCCNC(=N)N)NC(=O)[C@H](C)NC(=O)[C@H](CCSC)NC(=O)[C@H](CC(=O)O)NC(=O)[C@H](CCC(=O)O)NC(=O)[C@H](C)NC(=O)[C@@H]1CCCN1)C(=O)N[C@@H](CC(N)=O)C(=O)N[C@@H](CC(C)C)C(=O)N[C@H](C(=O)N[C@H](C(=O)N[C@@H](CCCNC(=N)N)C(=O)N[C@@H](CCC(N)=O)C(=O)N[C@@H](CCCNC(=N)N)C(=O)N[C@@H](Cc1ccc(O)cc1)C(N)=O)[C@@H](C)O)[C@@H](C)CC | nt | nt | -1 | nt | -7 | 4%
COCCn1c(SCC(=O)c2ccc(Cl)cc2)nnc1C(C)C | -10% | 31%[activator] | 1 | 40µM* | 1 | ?
CC(C)Oc1ccc(N2CC(C(=O)NC3=NCCS3)CC2=O)cc1 (configuration not stated) | 15% | ? | -3 | 11% | -5 | -4%
COc1cc(C2NC(=O)NC(C)=C2C(=O)OC2CCCC(C)C2)ccc1O (configuration not stated) | 10µM* | nt | -3 | -11% | -9 | 0%
CC(=O)Nc1ccc(NC(=O)C2CC(=O)N(c3cccc(C)c3C)C2)cc1 (configuration not stated) | 1% | 0% | 7 | -7% | 23 | 1%
S=C(c1ccc(N2CCCC2)c(Br)c1)N1CCCCC1 | ? | 11% | 12* | -23% | 17 | 0%
COCCCNC(=O)c1ccc(Cn2c(=O)c3ccccc3n(Cc3cc(C)ccc3C)c2=O)cc1 | 13µM* | nt | -1 | -9% | 3 | 4%
COc1ccc(NC(=O)Cn2cc(S(=O)(=O)N3CCN(c4ccccc4F)CC3)c3ccccc3c2=O)cc1Cl | nt | nt | 17 | 5% | 19 | nt
Cc1ccccc1N1CCN(S(=O)(=O)N(C)C)CC1 | 0% | 28% | -3 | -5% | 3 | 6%
COc1ccc(OCC#CCN2CC(C)OC(C)C2)cc1 (configuration not stated) | -16%[5.75 µM] | ? | -2 | 7.1µM* | 6 | ?
Cc1ccc(CCNC(=O)C2CCCN(S(=O)(=O)c3cccc4nsnc34)C2)cc1 (configuration not stated) | nt | 4.1µM* | -1 | -24% | -2 | 1%
CCOC(=O)Cn1nc(NC(=O)c2ccc3c(c2)OCO3)cc1C | ? | -3% | -2 | -35% | 7 | nt

Entries shown so far containing an aryl thioether with sulfur outside any ring, in the order listed:
SMILES | Pf growth 48h | Pf growth 96h | CHX counter | Sm TGR block | Shiga toxin inh | Giardia FBPA inh
Cc1cc(C(=O)CSc2nncn2C)c(C)n1-c1ccccc1 | 120%[activator] | 176%[activator] | 34* | 5% | 59* | -25%
COCCn1c(SCC(=O)c2ccc(Cl)cc2)nnc1C(C)C | -10% | 31%[activator] | 1 | 40µM* | 1 | ?

(listing goes on)
SMILES | Pf growth 48h | Pf growth 96h | CHX counter | Sm TGR block | Shiga toxin inh | Giardia FBPA inh
OCC1(CC2CCCCO2)CCN(Cc2nc3ccccc3[nH]2)CC1 (configuration not stated) | -7% | 0% | -2 | 0% | 27 | 6%
Cc1ccc(S(=O)(=O)CCC(=O)Nc2ccc(F)cc2)cc1 | ? | 8%[5.75 µM] | -5 | -2% | -3 | 1%
O=C(/C=C/c1ccc(Cl)cc1Cl)NCCN1CCOCC1 | 31%[activator] | -23% | -3 | 15% | -9 | 1%
COC(=O)C(Cc1ccccc1)NCC(=O)Nc1cccc(Cl)c1C (configuration not stated) | -1% | -5% | -6 | -8% | -5 | 7%
CC(=O)c1ccc2c3c(cccc13)C(=O)N(CCc1ccccc1)C2=O | 36%[activator] | -18% | 32* | -6% | 49* | -5%
C=CCSc1nc2sc3c(c2c(=O)n1-c1ccc(C)cc1)CCN(C)C3 | 3.7µM* | 1.5µM* | 3 | -18% | -3 | -14%
Cc1nnc(N/N=C/c2ccccc2O)n1N | -2% | 4% | 17* | 0% | 31* | 7.1µM*
CCOC(=O)c1c(C)[nH]c(C)c1C(=O)CSc1nnc(-c2ccc(OC(F)F)cc2)o1 | nt | ? | -2 | -1% | -12 | -11%
COc1ccccc1NC(=O)Cn1cnc2sc(C(=O)Nc3ccc(OC)c(OC)c3)c(C)c2c1=O | -22% | ? | -2 | 0% | -2 | nt
C/C(CC(=O)c1ccccc1)=N\NC(=O)CC#N | 7% | 21% | -2 | 16% | 7 | 2%
O=c1c(/C=N/N2CCOCC2)c(C(F)(F)F)[nH]n1-c1ccccc1 | ? | 40%[activator] | -1 | 5% | -6 | -18%
CCOc1ccccc1-c1nc(-c2ccncc2)no1 | ? | ? | 21 | 1% | 24 | -11%
CCN1CCN(c2nc3ccccc3n3cnnc23)CC1 | 22% | 22% | -2 | 1% | -5 | 3%
O=C(NCc1ccc(Cl)cc1)C1CCN(S(=O)(=O)c2ccc(F)cc2)CC1 | -4% | 23% | -4 | 4% | -5 | 5%
COC(=O)/C=C/C(=O)N1CCN(c2ccccc2C)CC1 | -17% | 7.4µM* | 1 | -12% | 2 | 0%
COc1c(S(=O)(=O)NCCCN2CCOCC2)ccc(Cl)c1Cl | 19% | 98%[activator] | -10 | 0% | -2 | 3%
C=CCN1CCN(C(c2ccccc2)c2nnnn2CCC(C)C)CC1 (configuration not stated) | ? | -1% | 0 | 1% | 10 | -6%
COc1ccc(C(=O)N/N=C/c2c[nH]c3ccccc23)cc1 | 27% | -16% | 31* | -1% | 69* | 25%
COCCCn1c(=S)[nH]c2ccc(N3CCOCC3)cc2c1=O | -12% | nt | 12 | -8% | -21 | -7%
COc1ccccc1OCC(=O)OCC(=O)Nc1sccc1C(N)=O | 16% | 34%[activator] | 3 | 1% | -5 | 3%
NS(=O)(=O)c1ccc(NC(=O)COC(=O)C23CC4CC(CC(C4)C2)C3)cc1 | 5% | 0% | 3 | -11% | 11 | -5%
O=C1Nc2ccccc2Nc2ncccc21 | ? | -2% | -3 | 7% | -7 | 5%
Cn1cc([N+](=O)[O-])c(C(=O)Nc2nc(-c3ccc(Cl)cc3)cs2)n1 | 41%[activator] | 0% | 17* | 0% | -41 | 0%
CCOc1ccc(N2CC(C(=O)Nc3nnc(C4CCCCC4)s3)CC2=O)cc1 (configuration not stated) | 11% | ? | -3 | -3% | -4 | 9%
O=C1CN(C(=O)/C=C/c2cc(Br)ccc2F)CCN1 | 20% | 8% | -3 | 0% | -7 | 7%

Complete entries from above. Values in the order: Pf growth 48h	Pf growth 96h	CHX counter	Sm TGR block	Shiga toxin inh	Giardia FBPA inh
`COc1ccccc1OCC(=O)OCC(=O)Nc1sccc1C(N)=O` as listed: 16%	34%[activator]	3	1%	-5	3%
`CCOc1ccccc1-c1nc(-c2ccncc2)no1` as listed: ?	?	21	1%	24	-11%

(cont.)
SMILES | Pf growth 48h | Pf growth 96h | CHX counter | Sm TGR block | Shiga toxin inh | Giardia FBPA inh
O=C(CNC(=O)c1cccc(Cl)c1)NCC(c1cccs1)N1CCOCC1 (configuration not stated) | 0% | 8% | nt | -5% | nt | nt
COc1ccccc1CCNC(=O)CCn1c(=O)oc2ccccc21 | 3% | -1% | 0 | -11% | 13 | 2%
O=c1c2ccccc2nc(CSc2nnnn2-c2ccccc2)n1-c1ccccc1 | 21% | nt | -2 | 5% | -8 | 4%
COc1ccc(C(=O)N2CCC(O)(c3ccc(F)cc3)CC2)cc1OC | 8% | nt | -1 | 8% | -14 | 4%
O=C1CCCC2=C1C(c1ccc(Cl)cc1)C1C(=O)c3ccccc3C1=N2 (configuration not stated) | ? | ? | 0 | -28% | -10 | -20%
CN(Cc1cnccn1)Cc1c(C(=O)N2CCc3ccccc3C2)nc2ccc(Cl)cn12 | 12µM* | ? | -2 | -20%[57.1 µM] | -25 | -4%
CCOc1ccccc1NC(=O)C1CCCN(S(=O)(=O)c2ccccc2)C1 (configuration not stated) | ? | 2% | -2 | 3% | -4 | -4%
C/C(CCC(=O)OC[C@H]1O[C@H](C#Cc2ccccc2)C=C[C@@H]1Oc1ccc(C)cc1)=N\OC[C@@H](O)[C@H]1O[C@@H]2OC(C)(C)O[C@@H]2[C@H]1O | ? | 13µM* | 1 | 2.5µM* | -4 | -14%
COc1ccc(CNC(=O)c2ccc(CS(=O)(=O)Cc3ccccc3F)o2)cc1 | 17% | ? | -1 | ? | 11 | 3%
COc1cc(OC)cc(C2=Nn3c(nnc3-c3ccccc3O)SC2)c1 | nt | nt | 11 | nt | -2 | 0%
CN(CC(=O)Nc1cccc(F)c1)C(=O)CSc1ccccc1F | ? | 17% | 1 | -32% | 1 | nt
O=C(COc1ccc(F)cc1)NNC(=O)c1cc2ccccc2oc1=O | -5% | -13% | -1 | -3% | 30 | -2%
COc1cc(-c2cc(C(=O)Nc3nc4ccccc4s3)c3ccccc3n2)cc(OC)c1OC | -5% | 0% | 18* | -2% | 3 | 3%
CCCn1c(/C=C/c2ccco2)nc2ccccc21 | 19% | ? | 12 | 20µM* | 7 | -16%
C=CCOc1c(Br)cc(CNc2nccs2)cc1OC | ? | 0.37µM* | 5 | 9% | 17 | -3%
CC12CCC(C(=O)NCc3ccc4c(c3)OCO4)(OC1=O)C2(C)C (configuration not stated) | -17% | nt | 8 | ? | 3 | -2%
CNC(=O)CSc1nnnn1-c1ccc(C)cc1C | -2% | 43%[activator] | -3 | 2% | -4 | 5%
NC(=O)CC(NC(=O)OCc1ccccc1)C(=O)O (configuration not stated) | -5% | nt | 1 | 12% | -11 | 13%

Bioassay records (PubChem)
